ALOX12 inh = blocks human arachidonate 12S-lipoxygenase | AID 1671190 | 580,000 compounds, 1.1% hits | purified 12hLO, xylenol orange hydroperoxide absorbance | Potency, µM (titrated, usually from 108 µM), for inactives: at the top dose activity change, negative = inhibition, usual class: inhibitors; note: potency is the fitted concentration of half-maximal effect; % is set by controls: 0 for no effect and ±100 for the full control effect
Target sequence (P18054 whole entry, looked up): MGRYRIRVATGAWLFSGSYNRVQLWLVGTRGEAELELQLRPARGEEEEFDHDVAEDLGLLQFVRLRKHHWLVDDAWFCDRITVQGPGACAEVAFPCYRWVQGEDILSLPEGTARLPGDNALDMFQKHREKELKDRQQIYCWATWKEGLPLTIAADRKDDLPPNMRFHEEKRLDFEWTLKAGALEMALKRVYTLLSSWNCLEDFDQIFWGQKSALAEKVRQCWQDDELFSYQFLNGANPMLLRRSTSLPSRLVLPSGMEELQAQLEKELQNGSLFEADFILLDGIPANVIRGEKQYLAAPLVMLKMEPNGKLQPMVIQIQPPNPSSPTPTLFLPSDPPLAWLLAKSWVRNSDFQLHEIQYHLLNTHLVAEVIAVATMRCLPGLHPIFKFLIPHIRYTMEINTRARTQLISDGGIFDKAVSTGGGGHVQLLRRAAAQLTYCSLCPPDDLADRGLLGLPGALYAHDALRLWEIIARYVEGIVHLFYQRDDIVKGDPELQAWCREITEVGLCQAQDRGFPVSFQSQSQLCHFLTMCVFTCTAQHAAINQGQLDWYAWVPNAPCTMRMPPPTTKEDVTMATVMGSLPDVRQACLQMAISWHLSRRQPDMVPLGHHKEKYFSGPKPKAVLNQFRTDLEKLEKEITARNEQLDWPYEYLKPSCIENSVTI
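Purified human 12hLO (150 nM final) in 25 mM Hepes, 0.01% Triton X-100, pH 7.0 was preincubated 15 min at room temperature with compound. Then 40 uM arachidonic acid was added, 30 min. Hydroperoxide was read by Fe-XO absorbance ratio 573/405 nm.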
Vif-A3F inh = inhibitors of Vif-A3F interaction | Potency, µM (top dose mostly 46.1 µM), inactives show top-dose activity, negative = active | 390,000 compounds, 0.2% hits | AID 602313 | HeLa A3F-eYFP + Vif (tagged APOBEC3F with the HIV-1 protein that degrades it), YFP fluorescence increase; note: potency is the fitted concentration of half-maximal effect; % of control where 0% means no effect; nearly all actives have a fitted effect of over 65% in size
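HeLa cells stably expressing A3F-eYFP plus Vif, plated and incubated overnight at 37 deg C, then exposed to compounds overnight at 37 deg C. Blocked degradation read as raised yellow fluorescence (Ex 488/Em 500-530).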
ERG-DNA inh = inhibitors of human ERG Ets domain-DNA interaction. fluorescence polarization, His-ERG Ets domain / labelled DNA. Potency, µM (top dose mostly 76.9 µM), for inactives: at the top dose FP activity, negative = inhibition, most hits filed as inhibitors. P11308. 370,000 compounds, 0.028% hits; active = well fitted inhibition curve with a large enough effect in the polarisation, with a control signal flat; inconclusive = small, poorly fitted or top-dose-only effect, or effect the other way, or a change in a side signal; inactive = no such curve, though single readings can be large or run the other way; the % refers to the polarisation;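 note: polarization taken with two DNA probes labelled with fluorescein and Texas red; potency is the fitted concentration of half-maximal effect; % of control where 0% means no effect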
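His-tagged ERG Ets domain (1 uM in the protein solution; 300mM KCl, 50mM Tris-HCl, 1mM EDTA, 1mM DTT, pH 7.5) received compound, then a probe mix of 5 nM fluorescein-DNA and 100nM Texas-615-DNA. Fluorescence polarization was read for both dyes.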
LDHA block = inhibitors of human lactate dehydrogenase A | P00338 | 480,000 compounds, 0.15% hits | purified LDHA, NADH/diaphorase-resazurin fluorescence; stronger effect = lower value | activity change, % (values are at about 110 or 230 µM); in the data active = activity change below about -30%; inconclusive = mostly about -25% to -30%;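 note: plate controls were DMSO wells for no effect and wells without enzyme for full effect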
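Enzyme activity of human lactate dehydrogenase 5 (2 nM; 0.06 mM NADH, 0.2 mM pyruvate, 5 min, RT) is measured via a resazurin/diaphorase fluorescence readout of residual NADH.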
RGS4 inh = inhibitors of human regulator of G protein signaling 4; P49798; Transcreener GDP fluorescence polarization, RGS4-accelerated GTP hydrolysis; Potency, µM (doses to about 114 µM), without a hit: at the top dose activity change, negative = inhibition, usual class: inhibitors; 390,000 compounds, 0.039% hits; note: potency is the fitted concentration of half-maximal effect; % is set by controls: 0 for no effect and ±100 for the full control effect; nearly all actives have a fitted effect of over 75% in size; some results filed as inactive show a strong effect at the top dose
Target sequence (P49798 whole entry, looked up): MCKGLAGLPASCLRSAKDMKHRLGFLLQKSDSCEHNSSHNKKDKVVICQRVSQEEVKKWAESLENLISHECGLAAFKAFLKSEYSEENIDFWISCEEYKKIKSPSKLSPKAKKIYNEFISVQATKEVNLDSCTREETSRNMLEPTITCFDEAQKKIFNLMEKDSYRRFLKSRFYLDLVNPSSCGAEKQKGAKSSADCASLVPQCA
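MLSMR compounds (23 nl, pin-transferred) preincubated 10 min at room temperature with a 500nM (2x) first reagent, then RGS4 at 900nM (2x) plus Transcreener GDP mix added; fluorescence polarization (620/688 nm) read before and after 90 min at 30 °C.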
D2 agonist = agonists of human D2 dopamine receptor. AID 485358. P14416. activation, % at 2 µM. 340,000 compounds, 0.53% hits. HEK293 T-REx D2 cells, calcium flux agonist mode;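 active = activation over 3 SD above normal in the single-dose calcium agonist read, cut at about 30% in these data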; note: 0% is about no effect
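HEK293 Trex D2 cells, tetracycline-induced, o/n 30 C 5% CO2; no-wash Ca dye, RT 30–90 min; 10-cycle baseline, 23 nl cpd added, kinetic Ca read 180 s; agonist hits = positive Ca response.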
Vif-A3G inh = inhibitors of Vif-APOBEC3G interaction; HeLa A3G-eYFP + Vif (tagged APOBEC3G with the HIV-1 protein that degrades it), YFP fluorescence, overnight; Potency, µM (titrated, usually from 46.1 µM), without a hit: top-dose activity, negative = active, hits mostly inhibitors; AID 602310; 410,000 compounds, 0.076% hits;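 note: potency is the fitted concentration of half-maximal effect; % is set by controls: 0 for no effect and ±100 for the full control effect; nearly all actives have a fitted effect of over 60% in size; hits raise eYFP signal because A3G escapes Vif-driven loss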
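Read-out is eYFP fluorescence (Ex 488/Em 500-530) from Vif-expressing HeLa A3G-eYFP cells; more signal means A3G escaped Vif-mediated degradation. Cells plated overnight, compound pinned in, incubated overnight at 37 deg C.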
D2 antag = D2 dopamine receptor (human) antagonism; HEK293 TREx D2 cells, calcium flux, dopamine EC80; inhibition, % at 10 µM; 340,000 compounds, 2% hits; in the data active = inhibition above about 30%; note: 0% is about no effect
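Dopamine at EC80 is the agonist stimulus; test compounds precede it by 180 s. Calcium flux read kinetically in a force-coupled, inducible HEK293 T-REx D2 cell line.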
Glioma ERSR ind = inducers of ER stress response in human glioma cells | U87-MG GRP78 promoter luciferase reporter, 16 h | Potency, µM, inactives show at the highest dose activation, most hits filed as activators | 420,000 compounds, 0.02% hits | AID 602332; note: potency is the fitted concentration of half-maximal effect; series mostly up to about 76 µM; % of control where 0% means no effect; nearly all actives have a fitted effect of over 35% in size
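ERSR induction read as luciferase luminescence (Bright-Glo, 10 min at room temperature) in stably transfected human U87-MG glioma cells exposed to compounds for 16 h, using GRP78 as sensor.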
* marks the source's active call; other numbers are inactive results; ? = inconclusive; nt = no result given; [ ] = another dose, or the depositor's remark. Unless noted, calls come from the whole dose curve; as a rule, active = well fitted curve in the direction sought with a large enough effect; inconclusive = small, poorly fitted or top-dose-only effect, or another doubt; inactive = no such curve, though single readings can be large; an effect the other way counts as inactive or inconclusive.

SMILES	ALOX12 inh	Vif-A3F inh	ERG-DNA inh	LDHA block	RGS4 inh	D2 agonist	Vif-A3G inh	D2 antag	Glioma ERSR ind
Cc1ccc(-n2ccc(=O)c(C(=O)Nc3ccc(S(=O)(=O)N4CCOCC4)cc3)n2)cc1	4%	0%	-6%	-1	3%	0.4	-1%	0	0%
COc1ccc(-c2cc3nc(NCc4ccc(NC(C)=O)cc4)n(C)c(=O)c3s2)cc1OC	1%	nt	nt	0	nt	nt	-5%	nt	0%
COc1nc(-c2ccccc2)ccc1-c1noc(-c2ccco2)n1	20µM*	-11%	13%	-6	-38%	nt	-1%	nt	3%
CCOc1ccc(-n2c(-c3ccc(C)cc3)nc3c(cnn3-c3ccccc3)c2=O)cc1	-24%	-2%	0%	-5	-1%	-1.5	1%	nt	-3%
COc1cccc(C(=O)Nc2ccccc2-c2nnc(-c3ccc(C(C)(C)C)cc3)o2)c1	4%	-3%	-1%	-4	-5%	-0.1	-3%	nt	-4%
COCCCn1c(O)c(/C=C2\N=C(C#N)C(=Nc3ccc(C)cc3)O2)sc1=S	?	?	94%[activator]	1	-53%	9.1	?	4	4%
S=C(NCc1ccco1)N1CCN(c2ccc(Cl)cc2)CC1	-20%	-2%	9%	-7	10%	-1.6	3%	4	0%
Cc1cc(C)c(NC(=O)CSc2nc3nc(C)cc(C)n3n2)c(C)c1	-10%	9%	123%[activator]	5	13%	-0.9	2%	nt	-2%
Cc1ccc(C)c(NS(=O)(=O)c2cc3c(cc2Cl)NC(=O)CO3)c1	?	4%	7%	-4	-14%	0.2	-11%	nt	-3%
COc1cc(OC)nc(Oc2ccccc2C(=O)Oc2cccc(C)c2)n1	4%	-3%	nt	-7	10%	0.9	-2%	3	-3%
O=c1c(N=Nc2ccc(O)cc2)c(-c2ccccc2)[nH]n1-c1ccc([N+](=O)[O-])cc1	?	1%	3%	-1	-19%	1.5	-7%	-5	-3%
COC(=O)NNC(=O)c1ccc(C)c(Br)c1	-16%	6%	2%	-4	-5%	1.2	0%	11	-2%
CCC(C)C(NC(=O)C1CCC(=O)N1C(=O)OCc1ccccc1)C(=O)NC(Cc1ccccc1)C(N)=O (configuration not stated)	-8%	-4%	-3%	-9	7%	1.6	1%	-20	-4%
O=C(COC(=O)c1ccc2c(c1)OCO2)NC1CCS(=O)(=O)C1 (configuration not stated)	3%	-6%	0%	-5	-15%	-0.7	1%	-11	-2%
Cc1ccc(S(=O)(=O)N/N=C2\C(=O)C3(C)CCC2C3(C)C)cc1 (configuration not stated)	?	-22%	14%	-13	-3%	-0.4	3%	-1	-7%
COc1ccc(N(C(=O)c2snc(C(N)=O)c2N)C(C(=O)NC2CCCC2)c2cc(OC)ccc2OC)c(OC)c1 (configuration not stated)	4%	-2%	1%	-5	36%	2.5	-1%	-6	1%
Cc1nn(C)cc1CN1CCC(CO)(CCOc2ccccc2)CC1	8%	-9%	-2%	-2	-17%[56.9 µM]	0.1	1%	1	-1%
O=C(COc1ccccc1)N1CCN(c2ncccn2)CC1	-10%	2%	2%	-4	17%	0.3	0%	1	0%
CCc1ccc(-c2nc(CSCC(=O)NCc3ccccc3OC)c(C)o2)cc1	0%	-4%	0%	-7	14%	-1.2	2%	nt	-6%
O=C(NCc1ccccc1Cl)c1csc([C@@H]2C[C@H](O)[C@@H](CO)O2)n1	9%	nt	nt	-4	nt	nt	2%	nt	1%
NS(=O)(=O)c1cccc(NS(=O)(=O)c2ccc3ccccc3c2)c1	nt	-1%	-11%	-10	-16%	0.1	2%	-20	-2%
O=C1c2oc3ccccc3c(=O)c2C(c2cccc(Br)c2)N1Cc1ccco1 (configuration not stated)	7%	-1%	-5%	-8	-9%	0.5	0%	11	-1%
COc1cc(C2C3=C(COC3=O)Oc3cc4c(cc32)OCO4)ccc1O (configuration not stated)	?	2%	-8%	-3	15%	nt	?	nt	-5%
CCOC(=O)c1c(C)[nH]c(CCC(=O)NCc2ccccc2C)c1C	-25%	1%	3%	-5	-20%	-0.4	4%	nt	-3%
CCOC(=O)N1CCN(CC(=O)Nc2ccccc2C(=O)Nc2ccccc2)CC1	5%	3%	-2%	0	20%	0.3	-4%	-20	-4%
CCOC(=O)C1CCN(S(=O)(=O)c2ccc3[nH]c(=O)c(=O)[nH]c3c2)CC1	36%[activator]	7%	-7%	-8	12%	1.1	3%	-6	-3%
NC(=NC(=O)c1ccc(OCC(F)(F)F)nc1)c1ccccc1	482%[activator]	8%	-15%	-1	6%	0.2	-4%	-2	3%
CCOC(=O)N1CCN(Cc2nc3cc(NC(=O)CC)ccc3n2C)CC1	?	-1%	13%	-7	-1%	-0.2	-4%	-4	-3%
COc1cc(-c2coc3c(C(=O)NC4CCCCC4)cccc23)ccc1O	?	nt	nt	0	nt	nt	-7%	nt	0%
CC1CCOC(c2coc3ccccc3c2=O)O1 (configuration not stated)	7%	6%	-15%	0	-1%	-1.6	1%	-6	-2%
Cc1ccc(Cn2c(SCC(=O)NCc3ccc(Cl)cc3)nc3ccsc3c2=O)cc1	0%	-6%	-4%	2	5%	1.1	2%	nt	-3%
CN(CC(=O)Nc1ccc(F)c(F)c1F)C(=O)Cn1cnc2c1c(=O)n(C)c(=O)n2C	0%	-2%	28%	-6	-33%	-1.0	1%	3	1%
O=C(Nc1cccc(S(=O)(=O)NC2=NCCC2)c1)C1CCC1	1%	12%	-5%	-6	-7%	0.1	0%	-11	4%
CC(C)NS(=O)(=O)c1ccc(OCC(=O)N2CCc3ccccc3C2)cc1	-2%	7%	3%	-8	15%	-0.8	1%	30*	-1%
O=C(COc1ccccc1[N+](=O)[O-])OC1CCS(=O)(=O)C1 (configuration not stated)	3%	15%	1%	0	-13%	-0.3	2%	12	-3%
CCCn1nc(NS(=O)(=O)c2ccc(F)cc2)c2cc3ccccc3nc21	-3%	-4%	-2%	-2	-1%	-0.1	-6%	3	2%
COc1ccc(NC(=O)CN2C(=O)CCn3nc(-c4cccn4C)cc32)cc1Cl	-15%	-5%	3%	-7	-30%	0.7	0%	nt	-4%
COc1cccc(C2C(C(=O)NCc3ccccc3)=C(C)Nc3ncnn32)c1 (configuration not stated)	-18%	-5%	-2%	-8	2%	0.1	-1%	6	-3%
CCOC(=O)c1ccc2[nH]cc(C(C)=O)c(=O)c2c1	-23%	0%	3%	-2	-9%	1.3	-3%	12	-7%
O=S1(=O)N=C(Nc2ccc(O)c(CN3CCCCC3)c2)c2ccccc21	-12%	1%	nt	3	13%	-0.1	-2%	6	-2%
COc1ccc(CNC(=O)c2cc(-c3ccccc3OC)on2)cc1	0%	-7%	-8%	1	-7%	-0.5	2%	91*	-2%
COc1ccc(/C(O)=C2/C(=O)C(=O)N(CCCN3CCOCC3)C2c2ccc(C)cc2)cc1 (configuration not stated)	?	3%	-3%	0	0%	-0.6	2%	-2	-4%
CSc1ccc(S(=O)(=O)NCC(=O)OCCOc2ccccc2)cc1[N+](=O)[O-]	-27%	5%	-3%	-11	-15%	1.3	0%	-4	0%
CCN(CC)S(=O)(=O)c1ccc(C(=O)N2CC(=O)Nc3ccc(F)cc3C2c2ccccc2)cc1 (configuration not stated)	-18%	2%	-8%	-2	-22%	0.8	-9%	nt	-2%
CC(C)(C)c1csc(NC(=O)Cn2cnc3ccccc3c2=O)n1	-50%	-3%	-2%	1	?	1.8	-3%	-29	3%
Cc1nc2c(-c3ccc(F)cc3)cnn2c(N)c1-c1ccc(F)cc1	10%	13%	-8%	-4	9%	1.2	-8%	-12	-4%
Cc1ccc(/C=C2\Oc3c(ccc(O)c3CN3CCN(C)CC3)C2=O)cc1	-7%	-10%	-7%	-1	-6%	5.8	1%	-17	-3%
C=CC[C@@H](CC(=O)NCCO)C(=O)N[C@H](C)COC(=O)[C@@H](CC=C)Cc1ccc(F)cc1	2%	-1%	2%	0	-24%	nt	-1%	nt	-1%
O=C(Nc1ccc(S(=O)(=O)N2CCCCCC2)cc1)c1ccco1	-38%	-4%	1%	-2	11%	0.0	3%	-3	-3%
O=C(O)C1CCCN1C(=O)C1CCN(S(=O)(=O)c2cccc(C(F)(F)F)c2)CC1 (configuration not stated)	0%	4%	3%	-7	7%	0.2	3%	-9	-5%
O=C1CCC(=O)N1CCC(c1ccc(F)cc1)c1ccco1 (configuration not stated)	-28%	0%	-3%	-5	-21%	1.7	2%	17	-3%
CC1CC1C(=O)Nc1nc(-c2ccccn2)cs1 (configuration not stated)	?	-1%	-5%	2	?	nt	-6%	nt	6%
CC1(C)CC(=O)C2=C(C1)N(c1ccc(F)cc1)C(=O)NC2(C(F)(F)F)C(F)(F)F	-7%	-3%	0%	-2	14%	-0.6	-3%	8	-4%
Cc1ccc(O)c(C(CC(=O)NC2CCCCC2)c2ccccc2)c1 (configuration not stated)	-11%	-3%	3%	-14	1%	-1.3	-1%	-9	-3%
CCCOc1ccc(NC(=O)CC2C(=O)N(C)C(=S)N2Cc2cccs2)cc1 (configuration not stated)	25%	19%	-1%	-3	-20%	0.3	3%	7	-6%
O=c1[nH]c(=O)n(CCO)c2nnn(Cc3ccccc3)c12	-3%	0%	1%	-1	-41%	-0.7	-8%	-10	-6%

This is a subset. The share of hits here may be higher or lower than overall.
